Screening results deposited in PubChem by National Center for Advancing Translational Sciences (NCATS).
PKM2 activator = activators of human pyruvate kinase M2 | purified PKM2, Kinase-Glo ATP luminescence, activation; response scale: 0% is enzyme alone, no compound | P14618 | Potency, µM (top dose mostly 57.5 µM), inactives show top-dose activation, usual class: activators | hit rate 0.34% among 260,000; further: potency means the concentration at half of the fitted maximal effect; nearly all actives have a fitted effect of over 55% in size
Target sequence (P14618 whole entry, looked up): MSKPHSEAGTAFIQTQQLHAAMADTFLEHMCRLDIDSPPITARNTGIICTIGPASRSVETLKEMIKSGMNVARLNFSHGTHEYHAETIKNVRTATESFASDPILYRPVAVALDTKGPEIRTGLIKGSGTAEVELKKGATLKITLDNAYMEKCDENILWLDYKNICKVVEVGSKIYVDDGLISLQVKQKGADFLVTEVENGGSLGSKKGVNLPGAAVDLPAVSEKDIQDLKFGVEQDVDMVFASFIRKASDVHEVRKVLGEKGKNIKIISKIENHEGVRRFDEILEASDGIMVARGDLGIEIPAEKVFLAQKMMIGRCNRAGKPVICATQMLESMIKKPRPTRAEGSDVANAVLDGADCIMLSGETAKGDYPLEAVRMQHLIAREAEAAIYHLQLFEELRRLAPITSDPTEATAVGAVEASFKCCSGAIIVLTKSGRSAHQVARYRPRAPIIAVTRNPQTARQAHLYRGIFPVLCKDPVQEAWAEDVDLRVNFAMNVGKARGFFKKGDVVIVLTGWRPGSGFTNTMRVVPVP
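Kinase-Glo luminescence reports ATP generated from ADP (0.1 mM) and PEP (0.5 mM) by purified hPK-M2 after 1 h at room temperature, pH 7.2 imidazole buffer; intermediate enzyme activity allows detecting inhibitors and activators.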
FBPA coupling cs = inhibits coupling enzyme system, counter-screen for aldolase hits; coupling enzyme system counterscreen, AmpLite Red fluorescence; hit rate 0.67% among 290,000; activity change, negative = inhibition, % at 58.2 µM, hits read low; in the data active means activity change below about -30%
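Counterscreen lacking aldolase: glyceraldehyde-3-phosphate coupling-enzyme reagent preincubated 10 min at RT with compound (at 57.5 uM final), then substrate/coupling system with AmpLite Red added; fluorescence read at 525/598 nm after 20 min RT.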
Giardia killer = kills Giardia lamblia. activity change, % at 7.66 µM, hits read low. Giardia lamblia trophozoite viability. hit rate 0.15% among 340,000; in the data active means activity change below about -80%; inconclusive means between about -30% and that limit;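 further: parasites exposed to compound for two days anaerobically before the ATP read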
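Viability, read as ATP luminescence: trophozoites at 100 cells/well, compound added, 48 hrs anaerobic at 37 deg C, then 15-30 min room-temperature development before reading.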
uPA generation = cell surface uPA generation inhibition. hit rate 0.31% among 330,000. AID 540303. cell surface uPA generation assay, qHTS. Potency, µM (top dose mostly 38.3 µM), for inactives: at the top dose activity change, negative = inhibition, hits mostly inhibitors; active means well fitted inhibition curve with a large enough effect; inconclusive means small, poorly fitted or top-dose-only effect; inactive means no such curve, though single readings can be large or run the other way; tested in mouse RAW 264.7 cells; further: potency means the concentration at half of the fitted maximal effect; nearly all actives have a fitted effect of over 55% in size
GALK inh = blocks human galactokinase activity; P51570; Purified GALK, Kinase-Glo residual ATP luminescence; Potency, µM (top dose mostly 57.5 µM), inactives show top-dose activity change, negative = inhibition, actives largely listed as inhibitors; hit rate 0.007% among 270,000; AID 1868; further: potency means the concentration at half of the fitted maximal effect
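The enzyme phosphorylates galactose (100 uM) using ATP (35 uM); inhibition is detected as higher residual ATP, quantified by bioluminescence after 1 h reaction at room temperature, pH 8.0.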
KCNH2 WT inh = KCNH2 (human, wildtype) channel inhibition. Q12809. U2OS, BacMam KCNH2, thallium flux FluxOr; stronger effect = lower value. activity change, % at 1.84 µM. hit rate 0.37% among 340,000. AID 720551;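 active means maximum activity change below -70%; inconclusive means maximum activity change between -70% and -50%; inactive means maximum activity change above -50%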
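U2OS cells were transduced with wild-type KCNH2 virus (2.03 x 10^8 / mL) for 4 h at room temperature, then cultured overnight at 37 C. Thallium flux was read with FluxOr dye. Rate constants were normalized to DMSO controls.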
KCNH2 3.1 block = KCNH2 3.1 (human) potassium channel inhibition; hit rate 0.95% among 340,000; U2OS KCNH2 3.1, thallium flux FluxOr; stronger effect = lower value; activity change, % (tested at about 1.8 µM); AID 720553;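 active means maximum activity change below -70%; inconclusive means maximum activity change from -70% to -50%; inactive means maximum activity change above -50%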;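 further: thallium influx rate constant from kinetic fluorescence after stimulation buffer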
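Kinetic fluorescence (2 min after stimulation buffer) measures Tl+ influx through KCNH2 3.1 expressed by viral transduction in U2OS cells; the rate constant is normalized against DMSO controls serving as positive and negative references.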
USP2a inh = USP2a (human) protease inhibition; USP2 core, Ub-CHOP2 coupled fluorogenic reporter, 485/531; O75604; hit rate 0.01% among 330,000; Potency, µM (doses to about 38.3 µM), for the others: at the top dose activity change, negative = inhibition, actives largely listed as inhibitors; AID 463254;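 further: potency means the concentration at half of the fitted maximal effect; plate controls were DMSO wells for no effect and full inhibition by NEM control for full effect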
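Deubiquitinase activity read as fluorescence (485/531 nm) after Ub-CHOP2 cleavage activates the enterokinase reporter on its substrate; USP2 core 10nM, Ub-CHOP2 and substrate 25nM each, 30min compound preincubation then 60min RT; data normalized to NEM, curves fitted.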
Eya2 phos inh = blocks the phosphatase activity of human Eya2; Potency, µM (top dose mostly 76.9 µM), without a hit: at the highest dose activity, negative = inhibition, hits mostly inhibitors; recombinant Eya2, OMFP fluorescence dephosphorylation (OMFP is methylfluorescein phosphate); hit rate 0.006% among 330,000; O00167; AID 488837; further: potency means the concentration at half of the fitted maximal effect
Target sequence (O00167 whole entry, looked up): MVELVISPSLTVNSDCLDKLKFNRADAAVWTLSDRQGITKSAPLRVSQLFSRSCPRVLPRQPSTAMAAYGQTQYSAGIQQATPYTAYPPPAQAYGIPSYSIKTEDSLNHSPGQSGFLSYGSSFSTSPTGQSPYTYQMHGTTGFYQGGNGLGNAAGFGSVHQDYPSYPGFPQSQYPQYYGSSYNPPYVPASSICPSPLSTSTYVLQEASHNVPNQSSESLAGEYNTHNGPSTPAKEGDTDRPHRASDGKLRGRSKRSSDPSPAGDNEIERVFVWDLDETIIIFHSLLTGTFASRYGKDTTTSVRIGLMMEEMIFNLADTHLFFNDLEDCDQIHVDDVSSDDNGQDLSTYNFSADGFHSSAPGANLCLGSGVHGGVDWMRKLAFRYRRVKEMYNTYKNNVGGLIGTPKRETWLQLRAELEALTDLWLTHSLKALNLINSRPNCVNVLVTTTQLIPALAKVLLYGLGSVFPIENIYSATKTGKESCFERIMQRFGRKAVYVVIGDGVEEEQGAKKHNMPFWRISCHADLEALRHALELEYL
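Eya2 protein (added as 0.2 uM solution) was preincubated with compound for 10 min at ambient temperature in 50 mM HEPES pH 7.5, 50 mM NaCl, 5 uM MgCl2, 0.05% BSA, 1 mM DTT. OMFP (added at 50 uM) then reacted 10 min; fluorescence read at 485/525 nm.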
B2AR arrestin = recruits beta-arrestin to the human beta2-adrenergic receptor; hit rate 0.02% among 330,000; Potency, µM (top dose mostly 46.1 µM), for inactives: at the highest dose activation, actives largely listed as activators; AID 492947; P07550; beta-arrestin recruitment to beta2AR, cell-based reporter;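 further: potency means the concentration at half of the fitted maximal effect; 0% = DMSO controls and full agonism = EC100 isoproterenol or metaproterenol; nearly all actives have a fitted effect of over 65% in size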
Chronic BCR inh = blocks chronic active B-cell receptor signaling. ABC-DLBCL IkBa-CBG/CBR reporter, luminescence ratio, 4 h. Potency, µM (titrated, usually from 46.1 µM), for inactives: top-dose ratio change, negative = lower green/red ratio, actives largely listed as inhibitors. hit rate 0.05% among 340,000; active means well fitted inhibition curve with a large enough effect in the signal ratio, with a control signal flat, not every such curve was filed as active; inconclusive means small, poorly fitted or top-dose-only effect, or effect the other way, or a change in a side signal; the % refers to the signal ratio;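 further: potency means the concentration at half of the fitted maximal effect; plate controls were basal doxycycline-induced cells for no effect and cells given 10 µM MG132 for full effect; MG132 reads +100%, hits lower the ratio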
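Compounds up to 46 uM were incubated four hours with TMD8 cells whose green CBG68 luciferase is fused to IkappaBalpha; red CBR luminescence normalised the signal, and concentration-effect curves were fitted to fusion, red and ratio data.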
The depositor's hits bear a star; [ ] = remark or other dose. Unless noted, the call rests on the fitted dose curve; in most records, active means well fitted curve in the direction sought with a large enough effect; inconclusive means small, poorly fitted or top-dose-only effect, or another doubt; inactive means no such curve, though single readings can be large; an effect the other way counts as inactive or inconclusive. Unless noted, on the % scale 0 is the no-effect control and ±100 the full control effect.

How did O=C(NCC1CCCO1)C(=O)N/N=C/c1ccc(O)c(Cl)c1 (stereo unspecified) do in these assays?
PKM2 activator: -2%; FBPA coupling cs: 0; Giardia killer: -16; uPA generation: 1%; GALK inh: 1%; KCNH2 WT inh: -225*; KCNH2 3.1 block: -38; USP2a inh: 5%; Eya2 phos inh: -21%; B2AR arrestin: 7.5%; Chronic BCR inh: -1%

What do the screens show for `O=C(CSC1=N/C(=C/c2ccc(Cl)c(Cl)c2)C(=O)N1c1ccccc1F)NC1CC1`?
PKM2 activator: 2%; FBPA coupling cs: 1; Giardia killer: 4; uPA generation: -5%; GALK inh: 3%; KCNH2 WT inh: -1; KCNH2 3.1 block: -21; USP2a inh: 2%; Eya2 phos inh: 2%; B2AR arrestin: -0.2%; Chronic BCR inh: inconclusive

Results for O=C(NCC1CCCO1)C1CCN(S(=O)(=O)c2cccnc2)CC1 (stereo unspecified) ?
PKM2 activator: -6%; FBPA coupling cs: 8; Giardia killer: -3; uPA generation: 2%; GALK inh: 0%; KCNH2 WT inh: -3; KCNH2 3.1 block: -11; USP2a inh: 0%; Eya2 phos inh: -2%; B2AR arrestin: -0.4%; Chronic BCR inh: 4%

How did CCOCCCNc1c2c(nc3cc(-c4ccc(F)cc4)nn13)CCC2 do in these assays?
PKM2 activator: 0%; FBPA coupling cs: -3; Giardia killer: -8; uPA generation: -1%; GALK inh: 0%; KCNH2 WT inh: -1; KCNH2 3.1 block: -6; USP2a inh: 2%; Eya2 phos inh: 3%; B2AR arrestin: -0.1%; Chronic BCR inh: -8%

What do the screens show for `COc1ccc(C(=O)c2nccc3cc(OC)c(OC)cc23)cc1OC`?
Giardia killer: 3; uPA generation: 3%; KCNH2 WT inh: 12; KCNH2 3.1 block: -2; USP2a inh: -1%; Eya2 phos inh: -12%; B2AR arrestin: -2.7%; Chronic BCR inh: -1%

What do the screens show for `CCc1ccccc1N1CC23C=CC(O2)C(C(=O)O)C3C1=O` (stereo unspecified)?
PKM2 activator: 6%; FBPA coupling cs: 2; Giardia killer: 12; uPA generation: 3%; GALK inh: 0%; KCNH2 WT inh: -10; KCNH2 3.1 block: -1; USP2a inh: 0%; Eya2 phos inh: 3%; B2AR arrestin: -0.1%; Chronic BCR inh: -18%

Results for O=C1/C(=C/c2cccnc2)Oc2cc(OS(=O)(=O)c3ccc(Cl)cc3)ccc21 ?
PKM2 activator: -18%; FBPA coupling cs: -3; Giardia killer: -6; uPA generation: 3%; GALK inh: 1%; KCNH2 WT inh: -13; KCNH2 3.1 block: 10; USP2a inh: 7%; Eya2 phos inh: 4%; B2AR arrestin: -0.2%; Chronic BCR inh: -8%

Results for OCCC1CN(Cc2cc(F)ccc2-n2cccn2)CCN1Cc1ccc(F)cc1 (stereo unspecified) ?
PKM2 activator: 1%; FBPA coupling cs: 0; Giardia killer: 1; uPA generation: 10%; GALK inh: -2%; KCNH2 WT inh: 8; KCNH2 3.1 block: -32; USP2a inh: -4%; Eya2 phos inh: 13%; B2AR arrestin: -0.6%; Chronic BCR inh: -7%

Results for Cc1cc(C)n2cc(COc3ccc4ccccc4c3)nc2n1 ?
PKM2 activator: 14%; FBPA coupling cs: 1; Giardia killer: 3; uPA generation: 1%; KCNH2 WT inh: 2; KCNH2 3.1 block: -11; USP2a inh: -1%; Eya2 phos inh: -3%; B2AR arrestin: 2.2%; Chronic BCR inh: inconclusive

Results for COc1cc(/C=N/NC(=O)CC2(C)OCCCO2)ccc1OCc1ccc(Cl)cc1Cl ?
PKM2 activator: -8%; FBPA coupling cs: 0; Giardia killer: -3; uPA generation: -7%; GALK inh: 1%; KCNH2 WT inh: 2; KCNH2 3.1 block: 16; USP2a inh: 0%; Eya2 phos inh: -1%; B2AR arrestin: -1.0%; Chronic BCR inh: 3%

How did Cc1cc(C(=O)OCC(=O)NC(=O)NC(C)(C)C)c(C)o1 do in these assays?
PKM2 activator: -2%; FBPA coupling cs: 4; Giardia killer: 6; uPA generation: 8%; GALK inh: 1%; KCNH2 WT inh: 18; KCNH2 3.1 block: 2; USP2a inh: 0%; Eya2 phos inh: -8%[15.4 µM]; B2AR arrestin: 0.3%; Chronic BCR inh: inconclusive

Results for COc1ccccc1C(=O)NNC(=O)c1ccc(NS(=O)(=O)c2cccs2)cc1 ?
PKM2 activator: 1%; Giardia killer: -7; uPA generation: 15%; GALK inh: -6%; KCNH2 WT inh: -8; KCNH2 3.1 block: -1; USP2a inh: 0%; Eya2 phos inh: 4%; B2AR arrestin: -1.1%; Chronic BCR inh: inconclusive

Results for Cc1c(Cc2ccccc2)c(=O)oc2cc(OCC(=O)NCC(O)c3ccccc3)ccc12 (stereo unspecified) ?
FBPA coupling cs: 4; Giardia killer: 19; uPA generation: -15%; GALK inh: -2%; KCNH2 WT inh: -11; KCNH2 3.1 block: 9; USP2a inh: 3%; Eya2 phos inh: -11%; B2AR arrestin: -0.1%; Chronic BCR inh: -2%

What do the screens show for `Cc1cccc(OCC(=O)Nc2nnc(-c3ccco3)s2)c1`?
PKM2 activator: -1%; FBPA coupling cs: 0; Giardia killer: -4; uPA generation: 1%; GALK inh: -2%; KCNH2 WT inh: -1; KCNH2 3.1 block: -2; USP2a inh: -1%; Eya2 phos inh: 9%; B2AR arrestin: -0.2%; Chronic BCR inh: -10%

How did Cc1cc(C(=O)OCC(=O)Nc2ccccc2F)c(C)o1 do in these assays?
PKM2 activator: 0%; FBPA coupling cs: -1; Giardia killer: -2; uPA generation: 8%; GALK inh: 1%; KCNH2 WT inh: -8; KCNH2 3.1 block: -7; USP2a inh: 0%; Eya2 phos inh: -12%; B2AR arrestin: -1.0%; Chronic BCR inh: inconclusive

How did CCOc1ccc2nc(SCC(=O)NCc3ccco3)sc2c1 do in these assays?
PKM2 activator: 0%; FBPA coupling cs: -1; Giardia killer: 8; uPA generation: -2%; GALK inh: 6%; KCNH2 WT inh: 2; KCNH2 3.1 block: 10; USP2a inh: 2%; Eya2 phos inh: -10%; B2AR arrestin: -0.9%; Chronic BCR inh: 1%

What do the screens show for `CCOc1cccc(C2C(C#N)=C(N)Oc3cc(C)n(Cc4ccccn4)c(=O)c32)c1OCC` (stereo unspecified)?
PKM2 activator: -2%; FBPA coupling cs: -1; Giardia killer: 2; uPA generation: 2%; GALK inh: 0%; KCNH2 WT inh: -3; KCNH2 3.1 block: -1; USP2a inh: -1%; Eya2 phos inh: 1%; B2AR arrestin: -0.6%; Chronic BCR inh: 2%

What do the screens show for `O=c1c2ccccc2nc(COc2ccccc2)n1/N=C/c1c[nH]c2ccccc12`?
PKM2 activator: -15%; FBPA coupling cs: 0; Giardia killer: -3; uPA generation: -5%; GALK inh: 0%; KCNH2 WT inh: -5; KCNH2 3.1 block: 6; USP2a inh: -1%; Eya2 phos inh: -1%; B2AR arrestin: -0.3%; Chronic BCR inh: inconclusive

What do the screens show for `CC(C)(C)NC(=O)CSC(=Nc1cccc(F)c1)NC#N`?
PKM2 activator: 3%; FBPA coupling cs: 1; Giardia killer: 7; uPA generation: -1%; KCNH2 WT inh: 7; KCNH2 3.1 block: 6; USP2a inh: 4%; Eya2 phos inh: -7%; B2AR arrestin: -0.9%; Chronic BCR inh: inconclusive

How did COc1ccc(OCC(=O)OCCN2C(=O)c3ccccc3C2=O)cc1 do in these assays?
PKM2 activator: -6%; FBPA coupling cs: -1; Giardia killer: -13; uPA generation: 0%; GALK inh: 3%; KCNH2 WT inh: 0; KCNH2 3.1 block: -14; USP2a inh: 2%; Eya2 phos inh: -8%; B2AR arrestin: 0.4%; Chronic BCR inh: -2%

How did CCN1CCN(C(=O)c2ccc(C(F)(F)F)cc2)CC1 do in these assays?
PKM2 activator: -3%; FBPA coupling cs: 2; Giardia killer: 19; uPA generation: 5%; GALK inh: -2%; KCNH2 WT inh: 6; KCNH2 3.1 block: -2; USP2a inh: 4%; Eya2 phos inh: 8%; B2AR arrestin: -0.3%; Chronic BCR inh: 0%

What do the screens show for `CCC(C)(C)n1nnnc1C(CC(C)C)N1CCC(C(N)=O)CC1` (stereo unspecified)?
PKM2 activator: -3%; FBPA coupling cs: 6; Giardia killer: 0; uPA generation: 6%; GALK inh: 0%; KCNH2 WT inh: 0; KCNH2 3.1 block: -3; USP2a inh: -7%; Eya2 phos inh: -1%; B2AR arrestin: 0.0%; Chronic BCR inh: -1%

Results for CSC1=NSC2=NC(=O)/C(=C\c3ccc(OC(=O)c4ccco4)cc3)C(=N)N12 ?
PKM2 activator: -5%; FBPA coupling cs: 4; Giardia killer: 3; uPA generation: -23%; GALK inh: -26%; KCNH2 WT inh: -6; KCNH2 3.1 block: -31; USP2a inh: 4%; Eya2 phos inh: 0%; B2AR arrestin: -0.1%; Chronic BCR inh: inconclusive
